# PAX8 inh HTS: lowers PAX8-driven luciferase in RMG-I cells; RMG-I TPO-luciferase reporter, SteadyGlo, 24 h; inhibition, % at 12.6 µM; actives 1.2% (n = 360,000); AID 652154;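 active = mean replicate inhibition at least 60% with every replicate also reaching 60%; inconclusive = only one of the two criteria is met; inactive = mean below 60% and not all replicates reaching 60%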;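 also: luciferase light reporting Pax8 driven TPO promoter activity; plate controls were median of neutral control wells for no effect and mitoxantrone controls for full effect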
# DENV2 CPE rescue: inhibitors of DENV2 cytopathic effect | DENV2-infected cells, cytopathic effect rescue, plate reader | CPE inhibition, % at 9.99 µM | actives 1.7% (n = 350,000) | AID 651640; in the data active = CPE inhibition above about 20%, passing the limit was not always enough; inconclusive = no clear call, values can overlap the other calls; tested in BHK-21 cells;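 also: 0% = median of neutral control wells and 100% = median of positive control wells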
# FN deposition inh: fibronectin deposition inhibition. AH1F fibroblasts, Alexa488-fibronectin deposition fluorescence, overnight. inhibition, % at 12.6 µM. actives 0.086% (n = 350,000). AID 743247;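 active = mean inhibition across replicates of 30% or more, regardless of how many single replicates reach that level; inconclusive = mean under 30% yet at least half of replicates reach 30%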;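 also: positive control wells lacked labelled fibronectin entirely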
#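 test system = AH1F fibroblasts assembling fluorescent fibronectin matrix | quantity = 10000 AH1F cells per well | buffer or medium = DMEM plus 2% serum, read in PBS | doses = single dose, pinned | incubation = 1 h cell attachment, overnight exposure to compound and label | detection = fluorescence at 485 nm excitation, 525 nm emission | read-out basis = inhibition from reduced deposited-fibronectin fluorescence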
# F508del corr: correctors of CFTR F508del function in bronchial epithelial cells; activity (quench increase), % at 7.58 µM; actives 0.36% (n = 350,000); CFBE cells, YFP halide quenching; stimulated with forskolin plus potentiator P3; % fluorescence drop versus neutral controls;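 active = mean added fluorescence quench of at least 8% versus neutral control, with both replicates also reaching 8%; inconclusive = only one of the mean or replicate conditions met; inactive = mean below 8% and not both replicates reaching 8%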;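 also: cells transiently co-express mutant CFTR-F508del with the halide-sensitive YFP; corrector assay measuring rescue of mutant channel to the surface after 24 h compound exposure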
# miR122 inh: blocks miR-122 activity in Huh7 sensor cells; activation (reporter increase), % at 12.5 µM; AID 602342; Huh7 miR-122 Renilla luciferase sensor, 48 h; neutral wells = 0, positive control = 100; actives 0.3% (n = 340,000);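 active = mean replicate activation score at least 90 and every replicate individually at or above 90; inconclusive = only one of the two criteria met; inactive = neither criterion met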;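 also: higher luciferase means less miR-122 activity so hits act as miR-122 inhibitors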
# EWS-Fli block: blocks EWS/Fli oncoprotein-driven transcription | actives 0.67% (n = 350,000) | AID 651661 | A673 NR0B1-luciferase reporter, viability-normalised | inhibition, % at 12.6 µM;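 active = mean inhibition of at least 50% after viability correction, with every replicate also passing that limit; inconclusive = mean reaches 50% but only one of two replicates passes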;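 also: firefly luciferase signal divided by Alamar Blue viability fluorescence both relative to DMSO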
# GSIS activator: primary screen for activators of insulin secretion dependent on glucose, INS-1E cells, GLuc reporter luminescence | actives 0.61% (n = 370,000) | AID 743287 | INS-1E GLuc reporter insulin secretion, 2-3 h | activation, % at 16.6 µM;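 active = lowest replicate activation of at least 40%, so every replicate reaches that level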;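 also: 0% = median of neutral control wells and 100% = median of IBMX positive control wells; some compounds called inactive have numbers as strong as hits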
# Active calls of the source: *; ? = inconclusive; . = not tested or not shown; & = joins results of further samples; [ ] = dose if it differs, or a comment. Rows are unselected; 3.9% or so of the library scored in one or more.
# Start of the data: the first seven compounds as a preview:
SMILES,PAX8 inh HTS,DENV2 CPE rescue,FN deposition inh,F508del corr,miR122 inh,EWS-Fli block,GSIS activator
O=C([C@H]1N[C@H]2c3ccc(/C=C/c4ccccc4)c(=O)n3C[C@H]2[C@@H]1CO)N1CCCCC1,.,-3,2,.,.,-3,-6
NNC(=S)Nc1cccc(Cl)c1,-9,14,2,-0.7,-3,9,13
CCCCn1c(N)c(N(CC(C)C)C(=O)CN(C)S(=O)(=O)c2ccc(C)cc2)c(=O)[nH]c1=O,13,-9,7,1.3,.,1,-18
Cc1ccc(C)c(NC(=O)C2CCCC2)c1,14,3,2,0.7,.,5,-11
CCOCCCNC(=O)CN1C(=O)COc2ccc(S(=O)(=O)N3CCCC3)cc21,21,7,5,1.3,-2,3,35
CCC(C(=O)NC(C)(C)C)N(Cc1cccs1)C(=O)CNS(=O)(=O)c1ccccc1 (centres undefined),50,4,0,-0.5,.,5,-39
COc1ccc(C(=O)Nc2ccccc2N2CCOCC2)cc1S(=O)(=O)N1CCCC1,2,8,4,4.0,12,-4,17

# Main list, previewed entries included:
SMILES,PAX8 inh HTS,DENV2 CPE rescue,FN deposition inh,F508del corr,miR122 inh,EWS-Fli block,GSIS activator
O=C([C@H]1N[C@H]2c3ccc(/C=C/c4ccccc4)c(=O)n3C[C@H]2[C@@H]1CO)N1CCCCC1,.,-3,2,.,.,-3,-6
NNC(=S)Nc1cccc(Cl)c1,-9,14,2,-0.7,-3,9,13
CCCCn1c(N)c(N(CC(C)C)C(=O)CN(C)S(=O)(=O)c2ccc(C)cc2)c(=O)[nH]c1=O,13,-9,7,1.3,.,1,-18
Cc1ccc(C)c(NC(=O)C2CCCC2)c1,14,3,2,0.7,.,5,-11
CCOCCCNC(=O)CN1C(=O)COc2ccc(S(=O)(=O)N3CCCC3)cc21,21,7,5,1.3,-2,3,35
CCC(C(=O)NC(C)(C)C)N(Cc1cccs1)C(=O)CNS(=O)(=O)c1ccccc1 (centres undefined),50,4,0,-0.5,.,5,-39
COc1ccc(C(=O)Nc2ccccc2N2CCOCC2)cc1S(=O)(=O)N1CCCC1,2,8,4,4.0,12,-4,17
Cc1ccc(S(=O)(=O)N2CC3CCCN3c3ccc(C(F)(F)F)cc32)cc1 (centres undefined),19,.,6,.,12,.,.
Cc1ncc(CN2CCN(Cc3ccc(F)cc3)C(CCO)C2)s1 (centres undefined),3,-2,-3,-1.3,-3,-3,-2
COc1ccc(NC(=O)CCNS(=O)(=O)c2cccc3nsnc23)cc1,2,.,1,-0.4,.,1,2
CC(=O)Nc1cccc(NC(=O)CSc2nn3c(=O)c(C)nnc3s2)c1,11,-1,0,0.0,1,-6,0
COc1ccc(CC(N)c2csc(NC(=O)NCCc3ccccc3)n2)cc1 (centres undefined),13,-6,10,-4.8,-1,15,3
CCCCn1c(=O)c(C(C)=O)c(O)c2ccccc21,-1,?,1,3.4,-2,6,22
CC1(C)OC2OC(COC(=O)c3ccc([N+](=O)[O-])cc3)C3OC(C)(C)OC3C2O1 (centres undefined),-4,.,1,.,.,.,-5
Cc1ccc2c(c1)N(CCCC(=O)NCc1ccc3c(c1)OCO3)C(=O)CO2,4,92*,6,5.0,-6,-1,-6
C[C@@H]1CN([C@@H](C)CO)C(=O)c2cc(C3=CCCCC3)cnc2O[C@H]1CN(C)C(=O)Cc1ccccc1,3,0,.,0.2,2[16.7 µM],9,-15
CCOC(=O)c1sc2ncn(/N=C/c3ccc(O)cc3)c(=O)c2c1C,0,9,3,-5.4,.,-1,3
COc1ccc2c3c(n(C)c2c1)[C@H](CO)N(C(=O)C1CCCC1)CC31CCN(C(=O)Nc2cccc(F)c2)CC1,15,28*,8,0.7,.,20,-18
Cc1cccc(N2CCN(C(=O)c3cc(C)oc3C)CC2C)c1 (centres undefined),22,-7,5,0.1,.,-2,14
O=C1N=C(N2CCN(c3ccccc3)CC2)S/C1=C/c1cccs1,4,-4,-4,-2.5,.,-13,3
Cc1nnc(SCC(=O)N(C)C2CCCCC2)s1,-17,-3,7,0.0,3,-6,16
COCC#Cc1cnc2c(c1)C(=O)N([C@H](C)CO)C[C@H](C)[C@@H](CN(C)S(=O)(=O)c1cn(C)cn1)O2,.,19,-10,-1.6,1[16.7 µM],-12,18
CC(C)NC(=O)N(C)C[C@@H]1Oc2ncc(-c3ccccc3F)cc2C(=O)N([C@H](C)CO)C[C@H]1C,12,-11,.,-4.2,.,-3,10
CC1(C)Cc2cccc(OCC(=O)OCC(=O)Nc3ccc(C(N)=O)cc3)c2O1,-8,5,-1,-2.0,.,-11,7
C[C@H]1CCCCO[C@@H](CN(C)S(=O)(=O)c2cn(C)cn2)[C@@H](C)CN([C@@H](C)CO)C(=O)c2cc(NS(=O)(=O)c3ccc(Cl)cc3)ccc2O1,5,47*,-1,0.2,7[16.7 µM],-4,-11
Cc1ccc([C@@H]2[C@@H]3C(=O)N(C)C(=O)[C@@H]3[C@]3(Cc4ccccc4)C(=O)N(Cc4ccccn4)CC(=O)N23)o1,7,-13,-7,-2.5,0,-3,.
CNc1nc(-c2ccccc2)cc(C)c1S(C)(=O)=O,-21,5,9,-3.0,9,-6,-1
C=CCCC1CN(Cc2ccc(OC)cc2)S(=O)(=O)c2c(Oc3ccc(F)cc3OC)cccc2O1 (centres undefined),-2,9,-4,0.1,.,-80,7
CCC(C)Sc1nc(O)c(Cc2ccccc2)c(=O)[nH]1 (centres undefined),-5,.,-2,.,-11,.,.
CC(=O)c1cccc(NC(=O)NC2CCCCC2)c1,.,-2,.,-0.4,73,-19,16
CCOc1cccc(C(=O)Nc2cc(-c3nn4c(C)nnc4s3)ccc2C)c1,6,-6,-23,0.4,.,0,6
COc1cccc(CN(C)C[C@@H]2OCc3cn(nn3)CCCC(=O)N([C@@H](C)CO)C[C@@H]2C)c1,-6,.,-1,-0.6,0[16.7 µM],3,4
Cc1onc(-c2ccccc2)c1C(=O)Oc1ccccc1,-4,2,-6,0.5,1,2,9
S=C(NCC1CCCO1)N1CCN(c2nc(-c3ccccc3)cs2)CC1 (centres undefined),-2,1,5,3.4,1,8,-8
CO[C@H]1CN(C)C(=O)c2cc(NC(=O)c3cccc(F)c3)ccc2OC[C@H](C)N(CC2CC2)C[C@H]1C,4,-10,11,1.7,.,6,1
CCOC(=O)c1cc(C(=O)Nc2ccccc2F)nn1C,.,-15,.,-4.6,-9,-109,-1
CN1C(=O)c2cc(NC(=O)Cc3ccccc3)ccc2OC[C@@H]2O[C@@H](CC(=O)NC3CCC3)CC[C@H]21,4,7,-10,-3.3,-12[16.7 µM],4,-4
Cc1n[nH]c(C)c1CCC(=O)N/N=C/c1cccc([N+](=O)[O-])c1,16,-4,-5,-1.4,-7,-13,-5
C[C@@H]1CN([C@@H](C)CO)C(=O)CCCn2cc(nn2)CO[C@H]1CN(C)S(=O)(=O)c1ccccc1C#N,4,-8&-3,11&-10,-3.4&-1.6,-7,15&-1,8&1
Cc1ccc(S(=O)(=O)N2CCC(C(=O)NCC3CCCCC3)CC2)cc1,12,7,-1,2.3,-11,11,-3
COc1cc(S(=O)(=O)N(Cc2cccnc2)Cc2cccc(OC)c2OC)ccc1-n1cnnn1,4,8,2,0.9,12,1,14
Cc1nnc(C)c2c(C)n(-c3ccccc3)c(C)c12,9,-1,-3,2.9,-9,9,-33
O=C(CSc1nnc(C2CC2)n1CC1CCCO1)Nc1ccccc1Cl (centres undefined),-2,4,5,1.3,-1,-6,7
O=C(CN1C(=O)c2cccc([N+](=O)[O-])c2C1=O)N1CCN(c2ccc(F)cc2)CC1,29,.,-12,-0.1,.,10,-9
C[C@H](CO)N1C[C@H](C)[C@@H](CN(C)C(=O)NC2CCCCC2)Oc2cc(C#Cc3cccc(F)c3)ccc2S1(=O)=O,16,.,-2,1.2,32[16.7 µM],1,-5
CCOC(=O)CN(C(=O)COC(=O)C1=NNC(=O)CC1)c1ccc(F)cc1,.,2,-6,-3.9,8,-4,-15
O=C(C[C@@H]1C[C@H]2c3cc(NC(=O)Nc4ccc(C(F)(F)F)cc4)ccc3O[C@H]2[C@H](CO)O1)NCc1cccnc1,13,-3,.,-2.6,-6[16.7 µM],-1,-22
Cc1noc(C)c1COc1ccccc1C(=O)N1CCN(S(=O)(=O)c2ccccc2F)CC1,0,0,-1,-5.1,.,8,-9

# In the list so far, two contain a CF3 group:
SMILES,PAX8 inh HTS,DENV2 CPE rescue,FN deposition inh,F508del corr,miR122 inh,EWS-Fli block,GSIS activator
Cc1ccc(S(=O)(=O)N2CC3CCCN3c3ccc(C(F)(F)F)cc32)cc1 (centres undefined),19,.,6,.,12,.,.
O=C(C[C@@H]1C[C@H]2c3cc(NC(=O)Nc4ccc(C(F)(F)F)cc4)ccc3O[C@H]2[C@H](CO)O1)NCc1cccnc1,13,-3,.,-2.6,-6[16.7 µM],-1,-22

# (cont.)
SMILES,PAX8 inh HTS,DENV2 CPE rescue,FN deposition inh,F508del corr,miR122 inh,EWS-Fli block,GSIS activator
Cc1ccc(S(=O)(=O)N(C)C[C@H]2Oc3c(NS(=O)(=O)c4ccc(F)cc4)cccc3C(=O)N([C@@H](C)CO)C[C@H]2C)cc1,17,?,.,-2.5,-11[16.7 µM],-1,-34
COP(=O)(CN(Cc1ccccc1)C(=S)Nc1c(C)cccc1C)OC,-4,11,8,.,.,8,15
CCOC(=O)N1CCN(c2c(N3CCN(c4ccc(F)cc4)CC3)c(=O)c2=O)CC1,13,4,5,1.7,-7,9,3
COCCNC(=O)c1oc2ccc3c(c2c1C)C(O)CC(C)(C)O3 (centres undefined),-8,-5,.,-2.0,-2,1,18
Cn1c(CC(=O)Nc2ccccc2)nnc1SCC(=O)NC1=NCCS1,-7,-2,-1,-0.9,.,-8,-11
C[C@H]1CN([C@@H](C)CO)C(=O)c2cccc(NC(=O)c3ccc(-c4nccs4)cc3)c2O[C@H]1CN(C)S(C)(=O)=O,.,15,.,0.7,6[16.7 µM],2,18
Cc1ccc(NC(=O)c2cc(S(=O)(=O)N3CCCCC3)cs2)cc1,.,8,.,1.0,-5,18,2
COc1ccc(/C=N/n2c(C)nc3sc(C)c(C)c3c2=O)cc1,23,0,1,0.3,3,5,-13
COc1ccc(NC(=O)Nc2ccc3c(c2)C(=O)N([C@H](C)CO)C[C@H](C)[C@H](CN(C)S(=O)(=O)c2cccs2)OCCCC[C@@H](C)O3)cc1,.,-2,.,-3.1,15[16.7 µM],-13,10
O=c1[nH]cnc2ccccc12,.,-8,.,-4.0,0,4,.
COc1ccccc1OCC(=O)Nc1cccc(-c2nc3ccccc3o2)c1,.,0,.,-3.9,-4,-63,-1
CCN(CC)S(=O)(=O)c1ccc(N2CCCC2)c(NS(=O)(=O)c2ccc([N+](=O)[O-])cc2)c1,22,8,2,.,35,1,6
COC(=O)C1=CN(c2ccc(Oc3ccccc3)cc2)C(N)=C(C#N)C1c1ccc(-c2ccccc2)cc1 (centres undefined),0,-5,7,-1.3,.,-18,-8
COc1ccc(C(=O)Nn2c(C)nc3ccccc3c2=O)c(OC)c1,-5,-2,-15,2.7,.,-8,8
O=C1c2c(O)cc(O)cc2O[C@H](c2ccc(O)cc2)[C@H]1O,.,?,.,-3.8,-7,2,1
C[C@H](CO)N1C[C@H](C)[C@@H](CN(C)Cc2ccc3c(c2)OCO3)Oc2cc(C#CCN(C)C)ccc2S1(=O)=O,.,0,14,-1.4,31[16.7 µM],12,7

# Compound activity: PubChem, Broad Institute
